# Assay outcomes: PubChem BioAssay, several laboratories
# human PMI inhibitors – MPI inhibition at elevated mannose 6-phosphate – biochemical, fluorescence intensity, high mannose 6-phosphate, primary screen (AID 1220); 190,000 compounds, 0.66% hits; one-dose inhibition, % at 20 µM; IC50 in µM for titrated hits; recombinant PMI enzyme, coupled fluorescence intensity; higher % means a stronger effect
# MT stabilizer – microtubule stabilizers in HeLa cells; 200,000 compounds, 0.83% hits; % tubulin-high responders, % at 10 µM; HeLa tubulin immunostaining HCS, 24 h; share of cells brighter than vehicle mean+2SD;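 active = plate Z-score above 3 for both tubulin-high and condensed-nucleus cell shares, with cell loss under 80%, at 10 µM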;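 also: anti alpha tubulin signal scored within the nucleus-defined area of each cell; some results filed as inactive read as strong as hits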
# Yfh1-depleted yeast – mitochondrial function rescue without frataxin homolog – Friedreich's ataxia, plus single-dose screen, dose response (AID 1465) | S. cerevisiae Yfh1-off respiration, WST-1 reduction, 72 h; higher fold induction means a stronger effect | fold induction at 50 µM, or EC50 in µM where a hit was titrated | 220,000 compounds, 0.074% hits;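 active = fold induction of absorbance versus untreated yeast above a set limit, then at least 30% activation at any dose in follow-up; inconclusive = repeats straddling the limit, or above it without dose testing; inactive = fold induction below the set limit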;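 also: activators that raise dye reduction in frataxin-depleted yeast; strong numbers were not always called active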
# Dynein cargo inh – dynein cargo transport inhibition | 3617.4 mouse cells, GR-EGFP nuclear translocation imaging; test concentration mostly 20 µM; stimulated with dexamethasone, 1 µM; active compounds read low | z-score, hits read low | 220,000 compounds, 0.47% hits | AID 1381;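 active = plate z-score of nuclear minus cytoplasmic receptor signal below a set negative limit, without overly bright fluorescence or cell loss, cut at about -3.5 in these data, passing the limit was not always enough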;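 also: z-score of nuclear minus cytoplasmic ring GR-EGFP intensity difference per well; some compounds called inactive have numbers as strong as hits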
#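 Buffer or medium – tet-free medium with charcoal-stripped serum · Signal – automated 10x imaging of fixed Hoechst-stained cells · Also added – dexamethasone agonist, 1.0 µM final, for 30 min · Incubation – induction 48 h, compound 1 h, agonist 30 min · Read-out – GR-EGFP nuclear translocation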
# Autophagy HCS – autophagy modulation, high-content screen | 190,000 compounds, 0.98% hits | MEF GFP-LC3 puncta imaging; test concentration mostly 10 µM | calls only at 10 µM (by protocol) | AID 463193;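 active = percentage of spot-positive cells more than 3 SD above its plate mean, without a fluorescence outlier flag or 80% toxicity; inconclusive = no clear call, values can overlap the other calls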;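 also: spot-positive cell cutoff set from DMSO-treated cells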
# WT yeast gro inh – growth inhibition of WT yeast, mitochondrial fusion screen; inhibition, % at 10 µM; mitochondrial fusion phenotypic screen, WT strain; 190,000 compounds, 2.1% hits; AID 1362; in the data active = inhibition above about 58%; tested in S. cerevisiae
# Ins promoter up – MIN6 insulin promoter up-regulation. MIN6 insulin promoter-GFP reporter, high-content imaging; active compounds read high. z-score at 5 µM. 190,000 compounds, 0.3% hits;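 active = z-score above 3 at 5 µM with at least 500 cells counted in the well; inconclusive = wells under 500 cells, flagged as cytotoxic or low count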
# b-catenin transl – alters nuclear translocation of beta-catenin in HeLa cells | immunofluorescence imaging | nuclear translocation activity, % at 5 µM | 190,000 compounds, 0.3% hits;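 active = nuclear translocation activity above 50% at 5 µM, with a well cell count of 50 or more; inconclusive = wells under 50 cells across six images, flagged as toxic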;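 also: per-cell ratio of nuclear to cytoplasmic median beta-catenin stain intensity; plate controls were DMSO negative control for no effect and GSK-3 inhibitor IX positive control for full effect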
#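 Test system: human HeLa cell line; Doses: 5 µM primary, 0.02–20 µM confirmation; Incubation: 24 h compound exposure, 37°C; Detection: beta-catenin immunofluorescence imaging with DAPI; Read-out: beta-catenin nuclear/cytoplasmic ratio, % activation.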
# human PMI inhibition – inhibitors of human PMI, primary screen, biochemical, fluorescence intensity, coupled assay (AID 1209). purified PMI enzyme, coupled fluorescence intensity; higher % means a stronger effect. inhibition, % at 20 µM, or IC50 in µM where a hit was titrated. 190,000 compounds, 0.42% hits;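 also: plate controls were DMSO vehicle for no effect and wells lacking substrate for full effect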
# WT yeast gro inh mutant strain – also measured in WT yeast gro inh; calls as there; inhibition, %; mitochondrial fusion phenotypic screen, mutant strain inhibition
# Dynein cargo inh cytoplasmic EGFP – recorded beside Dynein cargo inh, whose call it bears; z-score; measured here: cytoplasmic GR-EGFP intensity; active compounds read high
# Dynein cargo inh nuclear GR-EGFP – also measured in Dynein cargo inh; calls as there; z-score; measured here: nuclear GR-EGFP intensity;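 lower value marks the stronger effect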
# Dynein cargo inh cell count – recorded beside Dynein cargo inh, whose call it bears; z-score; measured here: cell count per field
# Ins promoter up cell count – also measured in Ins promoter up; calls as there; cell count; measured here: cytotoxicity, nuclei count;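 total cells summed across four imaged fields per well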
# b-catenin transl cell count 5 µM – further read-out of b-catenin transl, marked with its call; cell count; measured here: cell count, cytotoxicity flag
# MT stabilizer Hoechst-high % – recorded beside MT stabilizer, whose call it bears; % Hoechst-high responders; measured here: nuclear condensation Hoechst responders;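 share of cells brighter than vehicle mean plus two SD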
# MT stabilizer cytotoxicity % – recorded beside MT stabilizer, whose call it bears; toxicity, %; measured here: cytotoxicity by cell density;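 0% = mean cell density of plate MIN control wells and 100% = no cells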
# Autophagy HCS cell loss 18 h – also measured in Autophagy HCS; calls as there; toxicity, %; measured here: cell loss, nuclei count;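 cell loss after 18 h compound exposure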
# Numbers without * were called inactive; i = inactive; ? = inconclusive; nt = not tested or not shown; + = active, no number. Rule as the data show it, unless noted: active = inhibition above about 50%; inactive = the rest. This is a subset; rates above refer to the full screens.
cpd	Structure	human PMI inhibitors	MT stabilizer	MT stabilizer Hoechst-high %	MT stabilizer cytotoxicity %	Yfh1-depleted yeast	Dynein cargo inh	Dynein cargo inh cytoplasmic EGFP	Dynein cargo inh nuclear GR-EGFP	Dynein cargo inh cell count	Autophagy HCS	Autophagy HCS cell loss 18 h	WT yeast gro inh	WT yeast gro inh mutant strain	Ins promoter up	Ins promoter up cell count	b-catenin transl	b-catenin transl cell count 5 µM	human PMI inhibition
1	COc1ccc(C2NCc3ccc4c(c3-n3cccc32)OCO4)cc1OC (stereo not drawn)	-8%	6.1	3.0	2.2	i	-0.26	-0.23	-0.1	0.82	i	-2	4	-2	-0.64	1604	3.0	1368	-12%
2	O=C(C[N+]12CCC(CC1)C(OC(=O)c1ccccc1)C2)c1ccc([N+](=O)[O-])cc1 (stereo not drawn)	nt	nt	nt	nt	i	-0.26	-0.26	-0.028	-0.36	nt	nt	nt	nt	-0.32	1432	-0.3	1279	nt
3	c1ccc2c(CN3CCN(C4CCCCC4)CC3)c[nH]c2c1	-9%	5.6	4.9	6.9	i	2.2	-0.019	1.3	-1.2	i	-1	6	0	-1.6	887	-2.2	796	-16%
4	CC(Cc1ccccc1)NC(=O)Cc1ccc(N(C)C)cc1 (stereo not drawn)	2%	3.9	2.2	3.6	i	-0.51	-0.0028	-0.48	0.77	i	-1	-14	-8	-0.32	1345	3.2	1115	4%
5	CN(C)C1=C(C#N)C(c2ccccc2)=NP(N(C)C)(N(C)C)=N1	-6%	0.9	2.9	16	i	0.9	-0.19	0.62	-0.73	i	7	4	-15	-0.06	1503	-2.6	768	4%
6	C=CCn1c(O)c(C(C)=NCc2ccc3c(c2)OCO3)c(=O)[nH]c1=O	nt	nt	nt	nt	i	-0.92	-0.25	-0.088	0.62	nt	nt	nt	nt	-0.42	1067	1.1	1219	nt
7	COC(=O)C1=Nc2ccccc2/C1=C\c1c(O)n(C)c(=O)n(C)c1=O	nt	nt	nt	nt	i	-0.2	-0.27	0.35	0.51	nt	nt	nt	nt	-0.72	964	0.3	1341	nt
8	CC1(C)CN=C(Nc2nc3ccccc3s2)S1	-2%	4.8	2.2	4.1	i	1.7	-0.13	0.75	-0.57	i	-1	6	10	0.18	1186	-2.0	1079	7%
9	O=C(Oc1ccc([N+](=O)[O-])cc1)N1CCC(N2CCCCC2)CC1	6%	4.2	2.3	8.2	i	-0.56	-0.11	0.044	0.58	i	-19	9	6	0.75	1165	-3.5	545	6%
10	COc1ccc(C2CN(C)CC2C(=O)c2ccc(F)cc2)cc1Cl (stereo not drawn)	4%	2.0	2.4	5.4	i	0.69	-0.34	0.17	-0.66	i	8	9	-10	-1	1269	-2.3	1129	6%
11	O=[N+]([O-])c1ccc(N2CCNCC2)c(Cl)c1	-5%	2.2	1.4	6.3	i	-0.65	-0.32	-0.35	0.25	i	1	-12	8	0.27	1388	0.3	1528	0%
12	CNC(=O)Oc1ccc(N(C)C)cc1C(C)C	nt	nt	nt	nt	i	0.14	-0.27	-0.34	0.79	nt	nt	nt	nt	-0.11	1086	-0.2	1259	nt
13	CC(=O)N1CN2CN(C(C)=O)CC(C(=O)c3ccccc3)(C2)C1	-4%	5.4	2.9	9.7	nt	0.68	0.05	0.75	-1.4	i	-3	-2	4	-0.45	1101	-1.5	741	-7%
14	COc1cc(C2SCC(=O)Nc3c2c(=O)[nH]n3C2CCCCCC2)cc(OC)c1OC (stereo not drawn)	14%	4.1	2.1	1.4	i	-0.5	-0.44	-0.42	0.8	i	10	3	5	0.17	1228	0.5	1470	8%
15	O=C1C2CCCN2C(c2cccnc2)N1c1ccc(Cl)c(Cl)c1 (stereo not drawn)	1%	5.7	1.7	0.5	i	1.6	0.63	0.81	-1.3	i	-5	5	15	-0.26	1386	-1.3	1328	6%
16	O=[N+]([O-])[N-][n+]1cnn(Cc2ccc(Cl)cc2)c1	-3%	3.1	2.6	7.9	i	-0.43	-0.2	-0.45	-0.16	i	-2	-13	18	nt	nt	nt	nt	-6%
17	O=C(Cn1c(=O)n(CC2CS2)c2ccccc21)N1CCCCC1 (stereo not drawn)	-7%	1.3	1.4	6.5	i	-0.045	-0.22	0.12	0.17	i	25	0	0	0.61	1222	0.7	1088	0%
18	CCn1c(O)c(/C=N/NC(=O)c2ccccc2)c(=O)[nH]c1=S	nt	nt	nt	nt	i	-0.31	-0.23	0.27	0.075	nt	nt	nt	nt	0.22	1037	0.0	1264	nt
19	O=c1oc2ccccc2c(O)c1C(c1ccccn1)c1c(O)c2ccccc2oc1=O	nt	nt	nt	nt	i	-0.59	-0.29	-0.37	1.1	nt	nt	nt	nt	0.08	1345	-0.2	1074	nt
20	O=C(Cc1ccccc1)N1CCN(CC2CC=CCC2)CC1 (stereo not drawn)	1%	4.2	2.4	7.1	nt	-0.52	-0.26	-0.52	0.044	i	1	10	18	0.65	1098	0.7	1192	11%
21	COc1ccc(C(=O)C(Cc2ccccc2)N(C)C)cc1 (stereo not drawn)	-26%	3.9	2.3	0.7	i	-0.94	-0.18	-0.64	0.032	i	3	13	4	-0.2	1138	1.1	1003	-1%
22	O=c1[nH]c(=S)n(Cc2ccc(F)cc2)c(O)c1C=NCC1CCCO1 (stereo not drawn)	6%	1.3	1.0	6.3	i	-0.12	-0.21	-0.0054	0.72	i	29	3	11	-0.09	639	nt	nt	15%
23	CCOC(=O)/C(=N\Nc1ccccc1)N1CC1	-24%	4.4	3.0	7.0	i	-0.59	2.9	0.4	0.26	i	1	-11	2	0.07	1259	0.3	1066	-30%
24	Fc1ccc2c(c1)nnn2C1CCN(Cc2nnnn2CCc2ccccc2)CC1	4%	1.3	0.8	6.6	i	-0.68	-0.18	-0.32	0.75	i	13	8	7	nt	nt	-2.3	1052	-10%
25	COc1cc(CN=C(C)c2c(O)n(C)c(=O)n(C)c2=O)cc(OC)c1	nt	nt	nt	nt	i	-0.17	-0.29	-0.15	0.51	nt	nt	nt	nt	0.12	1457	-2.4	1201	nt
26	CCc1ccc(N2C(=O)NC(=O)/C(=C/c3cccn3CCOc3ccc(C(C)CC)cc3)C2=O)cc1 (stereo not drawn)	-4%	4.3	3.3	9.8	i	2	-0.21	0.58	-1.3	i	-4	-18	-5	1.4	1469	-1.1	1166	-2%
27	CC(C(=O)Nc1ccc(Cl)cc1Cl)N1CC=C(c2ccccc2)CC1 (stereo not drawn)	-3%	3.0	3.1	0.9	i	0.08	-0.24	0.0062	0.57	i	3	71*	1.2*	0.75	1450	2.7	987	4%
28	Cc1ccc(CN2C3CCCC2CC(NC(=O)Nc2cccc(F)c2)C3)cc1 (stereo not drawn)	-2%	1.2	0.7	10	i	-0.25	-0.3	0.056	0.97	+	nt	-8	-13	-0.14	1416	-0.7	1098	0%
29	CN1c2ccc([N+](=O)[O-])cc2CC2(C(=O)NC(=O)N(c3ccccc3)C2=O)C1c1ccccc1 (stereo not drawn)	1%	2.3	2.9	12	?	-0.82	-0.26	-0.63	0.42	i	20	-7	26	-0.29	1470	-2.1	1120	9%
30	O=C1/C(=C\c2cc3c(cc2Cl)OCO3)N2CCC1CC2	57%*	3.6	2.0	9.4	i	-1.4	-0.042	-0.41	-0.37	i	-5	-16	28	nt	nt	-1.4	1109	36%
31	CCOC(=O)Cn1cc([N+](=O)[O-])nc1[N+](=O)[O-]	36%	3.2	2.2	7.2	i	-0.78	-0.073	-0.13	1.2	i	-15	-4	13	-0.59	1367	2.1	1324	8%
32	CCOc1ccc2[nH]c(=O)c(CN(CCO)C3(c4nnnn4C4CCCCC4)CCCCC3)cc2c1	13%	5.3	2.9	6.8	nt	-0.89	-0.059	-0.22	0.073	i	8	19	3	-0.1	1133	1.4	1204	2%
33	O=Cc1cn(Cc2ccccc2F)c2ccccc12	-15%	5.6	5.9	6.9	i	2.6	-0.094	1.5	-1.8	i	16	8	12	-1.2	1167	1.9	766	-10%
34	Cc1cccc(CN2CCCC(C(=O)c3ccc4c(c3)OCO4)C2)n1 (stereo not drawn)	0%	2.9	3.3	5.1	i	-0.21	-0.29	0.42	0.48	i	-4	-3	-5	-0.16	1494	0.9	970	-2%
35	CCn1c(O)c(C=NCc2ccccc2)c(=O)[nH]c1=S	-17%	2.5	2.6	7.8	i	0.53	-0.32	0.27	0.017	i	-6	-10	-5	-0.29	1081	nt	nt	-18%
36	O=c1[nH]c(=O)n(Cc2ccccc2Cl)c(O)c1/C=C1/C=CC=N1	1%	29*	50*	54*	i	0.17	-0.17	0.34	-0.31	i	11	-9	-4	-0.01	1572	-1.1	823	0%
37	Cc1ccc(OP(=O)(NCc2ccccc2)Oc2ccc(C)cc2)cc1	20%	3.0	3.0	6.9	i	-0.25	-0.28	-0.13	0.62	i	3	20	22	-0.24	1251	3.7	577	18%
38	COC(=O)C(O)(c1c[nH]c2ccccc12)C(F)(F)F (stereo not drawn)	2%	4.8	4.6	8.1	i	-0.12	-0.16	0.31	-0.48	i	5	4	10	nt	nt	nt	nt	2%
39	O=C(COc1ccc(Br)cc1)N1CCN(Cc2c[nH]c3ccccc23)CC1	-5%	2.6	1.3	4.4	nt	0.084	-0.22	0.083	0.36	i	21	14	6	-2.1	529	nt	nt	-4%
